All columns: NCI-60 one-dose screen, growth in % after 48 h at 10 µM unless noted; 100 = growth as untreated, 0 = no growth, -100 = all killed.
BT-549 – BT-549 breast cancer. 78,000 compounds, 4.4% hits. AID 1794793
K-562 – K-562 leukemia | 78,000 compounds, 7.4% hits | AID 1794777
MCF7 – MCF7 breast cancer; 82,000 compounds, 6.3% hits; AID 1794796
MDA-MB-231 – MDA-MB-231 breast cancer | 81,000 compounds, 5% hits
SR – SR leukemia cells. 73,000 compounds, 8.7% hits. AID 1794780
MOLT-4 – MOLT-4 leukemia cells. AID 1794779. 80,000 compounds, 6.9% hits
MDA-MB-468 – MDA-MB-468 breast cancer; 78,000 compounds, 8.5% hits
T-47D – T-47D breast cancer | 79,000 compounds, 5% hits
* marks the source's active call; other numbers are inactive results; [ ] = another dose, or the depositor's remark. Rule for the calls: active = growth percent below 10; inactive = the rest.

What do the screens show for `CCCCCCCCCCCCCCCCCCCCCCCCC(O)C(=O)NC(CO)C(O)C(O)CCCCCCCCCCCCCC` (stereo not drawn)?
K-562: 101.8; MCF7: 90.9; MDA-MB-231: 108.5; SR: 96.3; MOLT-4: 93.8; MDA-MB-468: 99.2; T-47D: 98.7

What do the screens show for `NC(=O)[C@@H]1Cc2ccccc2CN1C(=O)c1ccc2c(c1)CCC2`?
BT-549: 97.2[50 µM]; K-562: 86.8[50 µM]; MCF7: 104.5[50 µM]; MDA-MB-231: 91.7[50 µM]; SR: 108.7[50 µM]; MOLT-4: 104.1[50 µM]; MDA-MB-468: 97.0[50 µM]; T-47D: 98.5[50 µM]

What do the screens show for `FC(F)(F)c1cccc(N2NC(=S)N3C=CC=CC32)c1` (stereo not drawn)?
BT-549: 99.0; K-562: 104.1; MCF7: 100.5; MDA-MB-231: 103.6; MOLT-4: 88.4; MDA-MB-468: 115.0; T-47D: 122.8

Results for CCN(CC)CCCNC(=O)c1noc2cc([N+](=O)[O-])ccc12 ?
K-562: 101.0; MCF7: 87.7; MDA-MB-231: 104.0; SR: 89.7; MOLT-4: 99.1; MDA-MB-468: 103.8; T-47D: 103.1

How did N#Cc1nc(-c2ccccc2)oc1N1CCC[C@@H]1CO do in these assays?
BT-549: 100.0; K-562: 101.3; MCF7: 79.2; MDA-MB-231: 101.2; SR: 96.1; MOLT-4: 100.2; MDA-MB-468: 84.3; T-47D: 93.9

Results for CC12CCC(C(S(=O)(=O)Nc3ccccc3)C1=O)C2(C)C (stereo not drawn) ?
BT-549: 104.9; K-562: 109.7; MCF7: 100.2; MDA-MB-231: 89.6; SR: 118.8; MOLT-4: 115.0; MDA-MB-468: 95.4; T-47D: 107.2

What do the screens show for `COc1ccc2c(c1)CC(O)CC1C(=O)N(CCO)CC(=O)C21` (stereo not drawn)?
BT-549: 101.2; K-562: 90.8; MCF7: 94.4; MDA-MB-231: 103.3; SR: 92.1; MOLT-4: 96.6; MDA-MB-468: 94.1; T-47D: 91.9

How did CCCCN(CCCC)C(=O)[C@H](CC)[C@@H]1CC[C@@H](C)[C@@H]([C@H](C)[C@@H](O)[C@@H](C)C(=O)[C@H](CC)C2O[C@]3(C=CC(=O)[C@]4(CC[C@@](C)([C@H]5CC[C@](O)(CC)[C@H](C)O5)O4)O3)[C@H](C)C[C@@H]2C)O1 (stereo partly drawn) do in these assays?
BT-549: 62.7; K-562: 24.4; MCF7: 16.2; MDA-MB-231: 46.8; SR: 75.1; MOLT-4: 39.4; MDA-MB-468: -11.5*; T-47D: 20.7

What do the screens show for `COc1ccc(OC)c(/C=N/NC(=O)c2ccc3nc(-c4ccc(Cl)cc4)[nH]c3c2)c1`?
BT-549: 74.3; K-562: 47.1; MCF7: 51.9; MDA-MB-231: 10.3; SR: 68.6; MOLT-4: 41.1; MDA-MB-468: 69.6; T-47D: 38.2

Results for COc1cc(C2CC(c3cccc(Nc4ccncc4)c3)=NN2c2ccccc2)cc(OC)c1OC (stereo not drawn) ?
BT-549: 59.4; K-562: 0.4*; MCF7: 13.7; MDA-MB-231: 63.4; SR: 2.9*; MOLT-4: 1.7*; MDA-MB-468: 25.8; T-47D: 82.3

Results for O=c1[nH]nnc2ccccc12 ?
BT-549: 103.3; K-562: 121.9; MCF7: 97.4; MDA-MB-231: 102.3; SR: 114.8; MOLT-4: 104.9; MDA-MB-468: 125.6; T-47D: 117.5

What do the screens show for `CC1(C)CC[C@]23CC[C@]4(C)[C@H](CC[C@@H]5[C@@]6(C)Cc7cnoc7C(C)(C)[C@@H]6CC[C@]54C)[C@H]2[C@H]1OC3=O`?
BT-549: 104.6; K-562: 96.7; MCF7: 99.1; MDA-MB-231: 108.9; MOLT-4: 104.4; MDA-MB-468: 104.4; T-47D: 79.8

Results for CCCCCCCC[C@@H]1N[C@@H](C(=O)OC)Cc2c1[nH]c1ccccc21 ?
BT-549: 104.7; K-562: 88.4; MCF7: 92.0; MDA-MB-231: 96.2; SR: 106.9; MOLT-4: 93.0; MDA-MB-468: 94.3; T-47D: 92.7

What do the screens show for `CC(=O)c1ccc(NC(=O)CSc2nc(-c3ccccc3)c(C#N)c(=O)[nH]2)cc1`?
BT-549: 79.9; K-562: 71.5; MCF7: 79.1; MDA-MB-231: 106.9; SR: 88.7; MOLT-4: 71.3; MDA-MB-468: 99.2; T-47D: 77.0

Results for COc1ccccc1C1SCC(=O)N1NC(=O)c1ccc(C)nc1 (stereo not drawn) ?
BT-549: 118.7; K-562: 72.2; MCF7: 110.1; MDA-MB-231: 101.5; SR: 93.8; MOLT-4: 102.4; MDA-MB-468: 117.2; T-47D: 95.4

What do the screens show for `CCN(c1ccccc1)S(=O)(=O)c1cc([N+](=O)[O-])ccc1Cl`?
BT-549: 49.4; MCF7: 52.6; MDA-MB-231: 56.3; MDA-MB-468: -4.6*; T-47D: 26.6

How did CC(=O)C12OC1CC1C3CC=C4CC(O)CCC4(C)C3CCC12C (stereo not drawn) do in these assays?
BT-549: 98.1; K-562: 95.1; MCF7: 120.5; MDA-MB-231: 114.7; SR: 90.9; MOLT-4: 95.6; MDA-MB-468: 87.9; T-47D: 110.2

How did COc1cc2cc(CN3CCN(c4nccc(-c5ccc6ccccc6c5)n4)CC3)c(=O)[nH]c2cc1OC do in these assays?
BT-549: 95.6; K-562: 13.6; MCF7: 42.8; MDA-MB-231: 73.8; SR: -23.1*; MOLT-4: 54.1; MDA-MB-468: 51.4; T-47D: 81.5

How did Cc1ccc(Cl)cc1NC(=O)N(C)CCO do in these assays?
BT-549: 116.2; K-562: 98.5; MCF7: 88.7; MDA-MB-231: 117.8; SR: 113.0; MOLT-4: 97.5; MDA-MB-468: 132.3; T-47D: 103.7

What do the screens show for `O=C1CCCN1C1CCN2CCCc3cccc1c32` (stereo not drawn)?
BT-549: 133.5; K-562: 108.6; MCF7: 96.9; MDA-MB-231: 101.3; SR: 83.5; MOLT-4: 78.9; MDA-MB-468: 118.5; T-47D: 94.1

How did NC(=O)c1ccc(-c2ccc3ncnc(N4CCc5cc(F)c(Cl)cc54)c3c2)cn1 do in these assays?
BT-549: 61.1; K-562: 34.7; MCF7: 37.7; MDA-MB-231: 49.3; SR: 15.2; MOLT-4: 18.4; MDA-MB-468: -7.4*; T-47D: 28.0

Results for Cc1ccc(S(=O)(=O)O[C@H]2CCCC[C@H]2OS(=O)(=O)c2ccc(C)cc2)cc1 ?
BT-549: 91.3; K-562: 50.4; MCF7: 110.9; SR: 47.9; MOLT-4: 65.8; MDA-MB-468: 101.3; T-47D: 98.3

What do the screens show for `O/N=C\c1c(O)ccc2ccccc12`?
BT-549: 113.5; K-562: 95.5; MCF7: 106.3; MDA-MB-231: 102.3; SR: 82.2; MOLT-4: 84.3; MDA-MB-468: 98.3; T-47D: 95.5

How did CC(Cc1ccccc1)N(N)C(C)Cc1ccccc1 (stereo not drawn) do in these assays?
BT-549: 109.3; K-562: 120.6; MCF7: 121.9; MDA-MB-231: 108.5; SR: 108.5; MOLT-4: 110.8; MDA-MB-468: 103.2

What do the screens show for `Nc1nc(-c2ccc(C(F)(F)F)cc2)nn1-c1nc2ccccc2s1`?
BT-549: 98.2; K-562: 100.6; MCF7: 75.3; MDA-MB-231: 87.6; SR: 101.8; MOLT-4: 102.0; MDA-MB-468: 105.4; T-47D: 92.5

Results for CCOC(=O)C1=C(C)NC(=O)NC1c1c(Cl)n(Cc2ccccc2)c2ccccc12 (stereo not drawn) ?
BT-549: 79.4; K-562: 51.5; MCF7: 78.3; MDA-MB-231: 77.4; SR: 51.6; MOLT-4: 78.6; MDA-MB-468: 86.4; T-47D: 90.6

How did c1ccc2cc(SCCCN3CCOCC3)ccc2c1 do in these assays?
BT-549: 112.3; K-562: 132.6; MCF7: 99.5; MDA-MB-231: 88.1; SR: 143.4; MOLT-4: 205.1; MDA-MB-468: 84.4; T-47D: 99.2

Results for O=C1c2ccccc2C(=O)c2c(-c3ccccc3)oc(-c3ccccc3)c21 ?
BT-549: 82.4; K-562: 85.0; MCF7: 79.5; MDA-MB-231: 84.5; SR: 55.1; MOLT-4: 102.0; MDA-MB-468: 104.4; T-47D: 85.5

How did CCCCCCCCCCCCCCCC(=O)Nc1ccn(CC#CCO)c(=O)n1 do in these assays?
BT-549: 85.9; K-562: 81.2; MCF7: 89.1; MDA-MB-231: 98.1; SR: 97.6; MOLT-4: 60.3; MDA-MB-468: 107.6; T-47D: 88.3

Results for O=C1CCN(Cc2ccccc2)C(=O)N1 ?
BT-549: 101.5; K-562: 93.7; MCF7: 102.6; MDA-MB-231: 95.7; SR: 85.5; MOLT-4: 102.0; MDA-MB-468: 116.0; T-47D: 106.1

What do the screens show for `Cc1ncc(CO)c2c1OC(C)(C)OC2`?
BT-549: 107.3; K-562: 94.5; MCF7: 97.8; MDA-MB-231: 115.3; SR: 86.3; MOLT-4: 94.8; MDA-MB-468: 109.3; T-47D: 100.1

What do the screens show for `CC12CCc3c(ccc4cc(O)ccc34)C1CCC2=O` (stereo not drawn)?
K-562: 74.1; MCF7: 88.7; MDA-MB-231: 87.5; SR: 70.6; MOLT-4: 69.4; MDA-MB-468: 68.9; T-47D: 99.8

Results for CCCCC(CC)COC(C)OCc1cccc(OC)c1OC (stereo not drawn) ?
BT-549: 92.6; K-562: 119.0; MCF7: 94.1; MDA-MB-231: 94.1; SR: 101.2; MOLT-4: 112.8; MDA-MB-468: 89.5; T-47D: 105.6

How did c1ccc(Nc2ccccn2)nc1 do in these assays?
BT-549: 107.9; K-562: 90.5; MCF7: 84.9; MDA-MB-231: 97.1; MOLT-4: 91.7; MDA-MB-468: 93.3; T-47D: 84.6

Results for CCCCC1COc2cccc3c2N1C=C/C3=C\C(=O)N1CCCc2ccccc21 (stereo not drawn) ?
BT-549: 108.7; K-562: 70.5; MCF7: 92.8; MDA-MB-231: 90.7; SR: 86.2; MOLT-4: 77.4; MDA-MB-468: 81.2; T-47D: 72.2

Results for COc1ccc(NC(=O)Nc2ccc(Nc3nc(C)cc(Nc4ccc(C)cc4)n3)cc2)cc1 ?
BT-549: 3.9*; K-562: -60.9*; MCF7: -63.8*; MDA-MB-231: -75.8*; SR: -37.1*; MOLT-4: -35.3*; MDA-MB-468: -68.9*; T-47D: -60.1*

What do the screens show for `O=c1oc2c(Cl)cc(Cl)cc2n1SC(Cl)(Cl)Cl`?
BT-549: 96.8; K-562: 108.5; MCF7: 92.6; MDA-MB-231: 116.1; SR: 109.7; MOLT-4: 110.8; MDA-MB-468: 113.4; T-47D: 106.7

What do the screens show for `Cc1cc(=O)oc2cc(OC(=O)C(CCCCN)NC(=O)OCc3ccccc3)ccc12` (stereo not drawn)?
K-562: 105.4; MCF7: 101.9; MDA-MB-231: 137.5; SR: 102.5; MOLT-4: 101.1; MDA-MB-468: 110.9; T-47D: 90.8

How did N=c1c2c(-c3ccccc3)c(-c3ccccc3)oc2ncn1NC(=O)c1ccc(O)cc1 do in these assays?
BT-549: 102.1; K-562: 86.6; MCF7: 100.3; MDA-MB-231: 99.7; SR: 88.6; MOLT-4: 83.9; MDA-MB-468: 102.5; T-47D: 91.6

Results for O=C(/C=C/c1cc(=O)c2ccccc2o1)CC(=O)/C=C/c1cc(=O)c2ccccc2o1 ?
BT-549: 102.1; K-562: 94.1; MCF7: 99.4; MDA-MB-231: 108.9; SR: 105.8; MOLT-4: 94.3; MDA-MB-468: 108.5; T-47D: 100.3

What do the screens show for `CCCCCCCCCC(=O)OCC`?
K-562: 101.1; MCF7: 105.9; MDA-MB-231: 95.8; SR: 102.5; MOLT-4: 106.3; MDA-MB-468: 106.1; T-47D: 107.1

Results for Cc1ccc(C2CC(C(F)(F)F)n3nc(C(=O)N4CCN(C(c5ccccc5)c5ccccc5)CC4)cc3N2)cc1 (stereo not drawn) ?
BT-549: 76.5; K-562: 42.6; MCF7: 54.6; MDA-MB-231: 86.0; SR: 54.5; MOLT-4: 25.6; MDA-MB-468: 71.6; T-47D: 68.4

Not a retest: entries from further up.
What do the screens show for `CC12CCc3c(ccc4cc(O)ccc34)C1CCC2=O` (stereo not drawn)?
K-562: 74.1; MCF7: 88.7; MDA-MB-231: 87.5; SR: 70.6; MOLT-4: 69.4; MDA-MB-468: 68.9; T-47D: 99.8

Results for CCCCC(CC)COC(C)OCc1cccc(OC)c1OC (stereo not drawn) ?
BT-549: 92.6; K-562: 119.0; MCF7: 94.1; MDA-MB-231: 94.1; SR: 101.2; MOLT-4: 112.8; MDA-MB-468: 89.5; T-47D: 105.6

How did c1ccc(Nc2ccccn2)nc1 do in these assays?
BT-549: 107.9; K-562: 90.5; MCF7: 84.9; MDA-MB-231: 97.1; MOLT-4: 91.7; MDA-MB-468: 93.3; T-47D: 84.6

Results for CCCCC1COc2cccc3c2N1C=C/C3=C\C(=O)N1CCCc2ccccc21 (stereo not drawn) ?
BT-549: 108.7; K-562: 70.5; MCF7: 92.8; MDA-MB-231: 90.7; SR: 86.2; MOLT-4: 77.4; MDA-MB-468: 81.2; T-47D: 72.2

Results for COc1ccc(NC(=O)Nc2ccc(Nc3nc(C)cc(Nc4ccc(C)cc4)n3)cc2)cc1 ?
BT-549: 3.9*; K-562: -60.9*; MCF7: -63.8*; MDA-MB-231: -75.8*; SR: -37.1*; MOLT-4: -35.3*; MDA-MB-468: -68.9*; T-47D: -60.1*

What do the screens show for `O=c1oc2c(Cl)cc(Cl)cc2n1SC(Cl)(Cl)Cl`?
BT-549: 96.8; K-562: 108.5; MCF7: 92.6; MDA-MB-231: 116.1; SR: 109.7; MOLT-4: 110.8; MDA-MB-468: 113.4; T-47D: 106.7

What do the screens show for `Cc1cc(=O)oc2cc(OC(=O)C(CCCCN)NC(=O)OCc3ccccc3)ccc12` (stereo not drawn)?
K-562: 105.4; MCF7: 101.9; MDA-MB-231: 137.5; SR: 102.5; MOLT-4: 101.1; MDA-MB-468: 110.9; T-47D: 90.8

Source: PubChem (NCI)

Rows are unselected; any-hit rate near 13%.
